Source: PubChem BioAssay (The Scripps Research Institute Molecular Screening Center)
GPR151 activ = human GPR151 activation; Q8TDV0; PathHunter beta-arrestin GPR151 cells, luminescence; activation, % at 11.2 µM; 1% of 650,000 active; in the data active means activation above about 4.9%;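 further: 0% = median of compound wells and 100% = cells with positive control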
FBW7 activator = activators of human E3 ligase FBW7; 0.13% of 650,000 active; normalized activity (activation), % at 26.1 µM; AlphaScreen FBW7–phospho-cyclin E peptide binding, activator screen; in the data active means normalized activity above about 1.9%;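 further: purified mutant Fbw7 with reduced substrate affinity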
Target sequence (Q969H0 whole entry, looked up): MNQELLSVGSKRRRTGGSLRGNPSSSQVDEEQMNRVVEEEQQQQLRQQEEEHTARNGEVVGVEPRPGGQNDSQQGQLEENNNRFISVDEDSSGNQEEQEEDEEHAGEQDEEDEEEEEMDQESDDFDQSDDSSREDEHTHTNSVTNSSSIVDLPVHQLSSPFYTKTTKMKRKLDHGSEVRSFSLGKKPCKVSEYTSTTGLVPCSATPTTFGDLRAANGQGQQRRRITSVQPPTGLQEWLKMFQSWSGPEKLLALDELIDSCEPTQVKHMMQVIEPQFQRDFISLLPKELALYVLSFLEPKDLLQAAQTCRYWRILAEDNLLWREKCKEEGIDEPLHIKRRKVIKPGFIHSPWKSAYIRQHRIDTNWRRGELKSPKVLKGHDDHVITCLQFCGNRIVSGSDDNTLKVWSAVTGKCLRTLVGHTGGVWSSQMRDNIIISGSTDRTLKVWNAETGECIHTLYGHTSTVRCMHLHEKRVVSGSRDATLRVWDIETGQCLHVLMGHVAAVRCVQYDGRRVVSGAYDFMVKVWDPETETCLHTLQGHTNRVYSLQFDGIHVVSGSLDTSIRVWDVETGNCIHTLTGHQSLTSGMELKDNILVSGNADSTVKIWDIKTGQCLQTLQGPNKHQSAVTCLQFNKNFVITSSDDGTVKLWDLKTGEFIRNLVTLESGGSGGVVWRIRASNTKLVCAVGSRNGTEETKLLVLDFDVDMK
TEAD-YAP inh = TEAD-YAP interaction inhibition. HEK-TIYL cells, TEAD-Gal4/YAP UAS-luciferase luminescence. 1.4% of 640,000 active. inhibition, % at 9.12 µM; in the data active means inhibition above about 32%;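 further: 0% = median of test compound wells and 100% = reference inhibitor wells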
MITF inh = inhibitors of human MITF; 0.91% of 650,000 active; AlphaScreen MITF homodimerization, bead proximity signal; inhibition, % at 2.6 µM; in the data active means inhibition above about 50%;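 further: 0% = vehicle wells with protein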
* marks the source's active call; other numbers are inactive results; . = not tested or not shown. Compounds were not picked by outcome. About 3.4% of those tested had a hit in this group.

SMILES	GPR151 activ	FBW7 activator	TEAD-YAP inh	MITF inh
CCN(CC)S(=O)(=O)c1cc(C(=O)Oc2cccc(N3C(=O)c4ccccc4C3=O)c2)ccc1C	0.2	0.3	-1	15
COc1ccc(C(=O)OCCN(C)C)cc1	-0.5	-0.1	6	-6
COc1cc(-c2nc3sc4c(c3c(=O)[nH]2)CCCC4)cc(Cl)c1OCCOc1cccc(C)c1	-0.7	0.5	-10	-3
O=C(NCCOc1ccccc1F)c1cccs1	-2.0	0.2	1	17
CCSc1nc2ccccc2n1Cc1cccc(Br)c1	-0.8	0.1	-26	-5
Cc1ccc(S(=O)(=O)NC(=O)N(C)c2ccccc2)cc1	0.2	0.1	0	10
CC(C)n1c(NCCCN2CCCC2=O)nc2c(NCc3cccc(C(F)(F)F)c3)ncnc21	-1.5	0.3	11	10
CN1CC23C=CC(O2)C(C(=O)N2CCC4(CC2)NC(=O)c2cccnc2N4C)C3C1=O (stereo not given)	1.6	-0.1	0	8
COC(=O)C1CCN(S(=O)(=O)c2ccc(Br)cc2)CC1	0.0	0.1	1	-19
Cn1c(Cc2nnc3n2-c2ccccc2SC3)nc2ccccc21	-0.9	-0.1	12	17
COc1cc(CN2CCc3nnc(C(NS(C)(=O)=O)C(C)C)n3CC2)ccc1F (stereo not given)	0.7	-0.1	-5	1
CSc1nc2ccc(NC(=O)c3cccc(C(=O)Nc4ccc5nc(SC)sc5c4)n3)cc2s1	1.0	0.0	11	-5
Cc1ccc(N=C2NC(=O)/C(=C\c3cc(C)n(-c4ccc(N(C)C)cc4)c3C)S2)cc1	1.3	0.0	-2	-2
O=C(COC(=O)C1CC2C=CC1C2)COC(=O)C1CC2C=CC1C2 (stereo not given)	1.1	-0.1	-2	-6
COc1ccccc1-n1c(CNC(=O)c2ccc(S(=O)(=O)N(C)C)cc2)n[nH]c1=S	0.3	0.6	-5	6

Looked up by compound from above:
SMILES	GPR151 activ	FBW7 activator	TEAD-YAP inh	MITF inh
COc1ccc(C(=O)OCCN(C)C)cc1	-0.5	-0.1	6	-6
Cc1ccc(N=C2NC(=O)/C(=C\c3cc(C)n(-c4ccc(N(C)C)cc4)c3C)S2)cc1	1.3	0.0	-2	-2

Next part.
SMILES	GPR151 activ	FBW7 activator	TEAD-YAP inh	MITF inh
COc1cc(OC)cc(C(=O)NCc2n[nH]c(=S)n2-c2cccc(C(F)(F)F)c2)c1	0.0	0.3	1	12
CN(Cc1ccccc1)S(=O)(=O)c1ccc(F)c(C(=O)Nc2ccc(F)c(F)c2)c1	-1.5	0.1	7	15
COc1cc(C(=O)Nc2ccc(F)cc2F)cc(OC)c1OC	-0.5	-0.1	-9	-19
CC(C)CC(=O)Nc1nnc(CCc2ccccc2)s1	0.9	-0.2	-25	-1
Cc1ccc(N(CC(=O)NCCSCc2cccc(C)c2)S(C)(=O)=O)cc1	1.8	0.0	-7	-2
COC(=O)CSc1nnnn1-c1ccccc1C	0.9	0.1	3	18
Cc1ccc(-c2nc(S(=O)(=O)c3ccc(C)cc3)c(NCc3ccccc3)o2)cc1	-0.5	-0.1	4	4
O=C1OC(c2ccc(Br)o2)=N/C1=C\c1ccccc1Cl	-0.8	-0.1	1	9
c1ccc(CN2CCC(Nc3nc(NCc4cccnc4)nc4c3ncn4C3CCCCC3)CC2)cc1	-2.3	-0.2	2	2
CCOc1ccc(-n2c(=O)c3sccc3n(CC(=O)NCc3ccco3)c2=O)cc1	0.2	0.0	16	9
Cc1ccc2[nH]c(=O)c(-c3cc(-c4ccccc4)c4cc(Cl)ccc4n3)c(-c3ccccc3)c2c1	0.0	0.2	-12	18
CCOc1cccc(/C=C/c2[nH]c(=O)[nH]c(=O)c2[N+](=O)[O-])c1O	0.4	-0.1	-5	3
CCN(CC(=O)Nc1ccc(OC)cc1)S(=O)(=O)c1ccccc1[N+](=O)[O-]	-0.1	0.2	7	-5
COC(=O)C1=CN(CCc2ccc(OC)cc2)C=C(C(=O)OC)C1c1cccs1	-1.4	0.4	4	2
c1cc(Nc2ccnc(Nc3ccc(N4CCOCC4)cc3)n2)c2ccncc2c1	-0.5	2.6*	8	-12
Cc1ccc([N+](=O)[O-])cc1NC(=O)C1(C)CC2c3ccccc3C1c1ccccc12 (stereo not given)	-0.2	0.0	-3	11
Cc1ccc(S(=O)(=O)CCC(=O)N(C)C)cc1	1.4	-0.2	3	-3
CCCOc1ccc(S(=O)(=O)Nc2ccc3c(c2)N(C(=O)CC)CCC3)cc1	2.6	-0.2	58*	-3
O=C(c1c[nH]c2ccc(S(=O)(=O)N3CCCCC3c3cccnc3)cc2c1=O)N1CCCC1 (stereo not given)	0.7	0.2	15	-2
CC1CN(C)c2ccccc2N(C)C1=O (stereo not given)	1.2	0.1	7	15
CCCCc1ccc(-c2nc(C=Nc3ccccc3I)c(O)o2)cc1	0.1	0.1	6	10
CCN(CC)C(=O)CSc1nc2ccccc2n1C(=O)OCC(C)C	1.0	0.0	-6	1
NC(=O)C1CCN(C(=O)COc2ccc(Cl)cc2Br)CC1	0.3	0.0	-4	-8
CCOC(=O)c1c(NC(NC(=O)c2ccco2)(C(=O)OC)C(F)(F)F)sc(-c2ccccc2)c1C (stereo not given)	2.4	-0.1	-6	9
CC1(C)CC(=O)c2sc(NS(=O)(=O)Cc3ccccc3)nc2C1	-1.3	0.0	-10	15
Cc1ccc(NC(=O)N2CCC(c3nc4ccccc4[nH]3)CC2)cc1	-0.2	-0.1	-2	11
COc1cc(/C=c2\sc3nc(-c4ccccc4OC(C)=O)nn3c2=O)ccc1OCCC(C)C	-0.1	0.1	7	6
COc1cc2nc(/C=C/c3ccco3)oc(=O)c2cc1OC	-0.3	-0.1	1	10
CC(=O)Nc1nc2c(c3c1c(=O)oc1ccccc13)CCCC2	0.4	-0.3	-4	-4
CC(C)NC(=O)CSc1nnc(NC2CCCCC2)s1	0.8	0.3	-5	-9
OC1(c2ccc3c(c2)OCCO3)CN(c2ccccc2)C2=[N+]1CCCS2 (stereo not given)	0.2	0.1	2	3
CC(=O)Oc1ccc(C2C(C(=O)OCCOc3ccccc3)=C(C)NC3=C2C(=O)CC(c2ccccc2)C3)cc1 (stereo not given)	-1.6	-0.1	4	-9
O=C(c1ncoc1-c1ccc(F)cc1)N1CCOCC1	0.7	0.0	0	2
O=C(CCCOc1ccccc1)Nc1cccc(Br)c1	0.0	0.1	-7	8
CCOC(=O)c1cnc2c(OC)cccc2c1NCCCOC	0.7	0.0	19	8
Cc1[nH]c2ccccc2c1C(=O)C(=S)N1CCOCC1	-1.1	-0.1	0	9
O=C(NCCCn1ccnc1)C(O)(c1ccccc1)c1ccccc1	0.7	-0.1	4	-6
Cc1ccc2[nH]c(=O)c3cc(C(=O)NC(C)C)sc3c2c1	-0.5	-0.1	-3	11
O=C1C2C3CC(C(Br)C3Br)C2C(=O)N1c1ccccc1 (stereo not given)	0.2	0.7	15	3
O=C(CN1CCN(C(=O)c2ccco2)CC1)c1cccs1	-0.2	0.1	8	-6
COc1ccc(CNC(=O)CSc2nc(N)cc(N)n2)cc1	-1.0	-0.4	4	13
CN(C)c1nc(N(C)C)nc(N2CC(=O)N(c3ccccc3)C2=N)n1	0.8	0.0	7	-3
COc1ccc(OC)c(C(=O)CSc2nnc(-c3cccs3)n2C)c1	1.1	-0.1	2	0
CC1CCN(CC(O)COc2ccc3c(c2)OCO3)CC1 (stereo not given)	0.6	-0.1	10	17
CC(C)NCC(O)COc1ccccc1-n1cccc1 (stereo not given)	1.6	-0.1	.	6
Cn1nccc1-c1cc(Nc2ccc(-n3cnc(N4CCOCC4)n3)cc2)ncc1Cl	1.3	0.4	21	-2
COc1ccc(CN2CCN(CC=C(C)C)C(CCO)C2)cc1Cn1cccn1 (stereo not given)	-0.1	0.0	5	6
OCCN1CCN(Cc2cc(Br)cc(Br)c2O)CC1	0.7	-0.2	2	0
COCCCNC(=O)C1CCC(CN(Cc2c(Cl)cccc2Cl)S(=O)(=O)c2ccc(Br)cc2)CC1 (stereo not given)	0.1	0.0	-3	-3
O=C(CCCn1c(=S)[nH]c2ccccc2c1=O)NCc1cccnc1	0.6	0.0	13	-11
C/C(=N\Nc1nc2ccccc2s1)c1ccc(O)cc1	-0.9	0.2	-59	12
COc1ccc(S(=O)(=O)NC2(C(F)(F)F)N=C3SCCN3C2=O)cc1 (stereo not given)	0.9	0.1	1	1
CC(C)=NNc1nc(-c2cccc3ccccc23)cs1	-0.6	0.1	2	15
COc1ccc(N(C(=O)C(C)C)S(=O)(=O)c2cccc([N+](=O)[O-])c2)cc1	1.5	-0.1	11	-7
COc1ccc(NC(=O)c2cc(-c3ccc(F)cc3)on2)c(OC)c1	0.2	-0.1	1	-5
COC(=O)c1sccc1NC(=O)c1cc(-c2ccc(Br)cc2)nc2ccccc12	0.5	-0.1	12	-10
NC(=O)C1CCN(c2cc(=O)n(Cc3ccc(F)cc3)c(=O)[nH]2)CC1	0.1	0.0	2	16
CCCC(C)NC(=O)c1cc([N+](=O)[O-])ccc1Cl (stereo not given)	-1.0	-0.1	6	-1
COc1cc(C(=S)N2CCCCC2)cc(OC)c1OC(=O)c1cccc([N+](=O)[O-])c1	-0.1	-0.6	-4	0
CCOC(=O)N1CCC(NC(=O)CN2C(=O)COc3ccc(C(C)(C)C)cc32)CC1	-1.2	0.2	6	9

Laid out differently: results already given
COCCCNC(=O)C1CCC(CN(Cc2c(Cl)cccc2Cl)S(=O)(=O)c2ccc(Br)cc2)CC1 (stereo not given)
  GPR151 activ = 0.1	FBW7 activator = 0.0	TEAD-YAP inh = -3	MITF inh = -3
COc1ccc(CN2CCN(CC=C(C)C)C(CCO)C2)cc1Cn1cccn1 (stereo not given)
  GPR151 activ = -0.1	FBW7 activator = 0.0	TEAD-YAP inh = 5	MITF inh = 6
CCOC(=O)N1CCC(NC(=O)CN2C(=O)COc3ccc(C(C)(C)C)cc32)CC1
  GPR151 activ = -1.2	FBW7 activator = 0.2	TEAD-YAP inh = 6	MITF inh = 9
O=C(CCCn1c(=S)[nH]c2ccccc2c1=O)NCc1cccnc1
  GPR151 activ = 0.6	FBW7 activator = 0.0	TEAD-YAP inh = 13	MITF inh = -11

Quoted from the listing.
In FBW7 activator, `CCOC(=O)c1c(NC(NC(=O)c2ccco2)(C(=O)OC)C(F)(F)F)sc(-c2ccccc2)c1C` (stereo not given) reads -0.1
In FBW7 activator, `NC(=O)C1CCN(c2cc(=O)n(Cc3ccc(F)cc3)c(=O)[nH]2)CC1` reads 0.0
In FBW7 activator, `CN(Cc1ccccc1)S(=O)(=O)c1ccc(F)c(C(=O)Nc2ccc(F)c(F)c2)c1` reads 0.1
In MITF inh, `C/C(=N\Nc1nc2ccccc2s1)c1ccc(O)cc1` reads 12
In TEAD-YAP inh, `COc1ccc(C(=O)OCCN(C)C)cc1` reads 6
In TEAD-YAP inh, `CC(C)n1c(NCCCN2CCCC2=O)nc2c(NCc3cccc(C(F)(F)F)c3)ncnc21` reads 11
In TEAD-YAP inh, `CC(=O)Oc1ccc(C2C(C(=O)OCCOc3ccccc3)=C(C)NC3=C2C(=O)CC(c2ccccc2)C3)cc1` (stereo not given) reads 4

Next entries
SMILES	GPR151 activ	FBW7 activator	TEAD-YAP inh	MITF inh
CCOC(=O)C1CCN(c2c(NCCCN3CCN(C)CC3)c(=O)c2=O)CC1	-0.3	0.6	12	3
O=C(c1n[nH]c(=O)c2ccccc12)N1CCN(c2ccccc2F)CC1	1.4	0.0	-4	18
Cn1c(=O)[nH]c(=O)c2c1nc(N1CCCCCC1)n2Cc1ccccc1Cl	-0.5	1.1	-13	21
Cc1cnc(C)c(-c2ccc3c(c2)CC(CNC(=O)/C=C/c2cccc(F)c2F)O3)n1 (stereo not given)	-1.2	0.1	14	10

Arranged by molar mass (smallest number first): part of the list above
SMILES	GPR151 activ	FBW7 activator	TEAD-YAP inh	MITF inh
CC(C)CC(=O)Nc1nnc(CCc2ccccc2)s1	0.9	-0.2	-25	-1
Cc1ccc2[nH]c(=O)c3cc(C(=O)NC(C)C)sc3c2c1	-0.5	-0.1	-3	11
Cc1ccc(N=C2NC(=O)/C(=C\c3cc(C)n(-c4ccc(N(C)C)cc4)c3C)S2)cc1	1.3	0.0	-2	-2
